MPTP block = inhibitors of mitochondrial permeability transition pore; inhibition, % at 10 µM; isolated mouse mitochondria, Ca2+ swelling absorbance, 30 min; AID 602449; 360,000 compounds, 1.4% hits;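 active = inhibition of 50% or more, scaled per plate between neutral and stimulator controls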;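 also: 0% = DMSO wells given calcium and 100% = 1 mM EGTA wells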
PfGluPho inh = PfG6PD (Plasmodium falciparum) enzyme inhibition | AID 504690 | 350,000 compounds, 0.78% hits | inhibition, % at 20 µM | PfGluPho enzyme, NADPH resazurin-diaphorase fluorescence;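 active = inhibition reaching at least a set limit at 20 µM in the primary screen, cut at about 59% in these data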;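 also: 0% = DMSO wells with substrate and 100% = DMSO wells lacking glucose-6-phosphate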
ATG4B inh = inhibitors of human ATG4B cysteine protease; ATG4B cleavage of LC3-PLA2, NBD-HPC fluorescence, 1 h; inhibition, % at 8.33 µM; 340,000 compounds, 0.51% hits; AID 504462; in the data active = inhibition above about 40%
Target sequence (Q9Y4P1 whole entry, looked up): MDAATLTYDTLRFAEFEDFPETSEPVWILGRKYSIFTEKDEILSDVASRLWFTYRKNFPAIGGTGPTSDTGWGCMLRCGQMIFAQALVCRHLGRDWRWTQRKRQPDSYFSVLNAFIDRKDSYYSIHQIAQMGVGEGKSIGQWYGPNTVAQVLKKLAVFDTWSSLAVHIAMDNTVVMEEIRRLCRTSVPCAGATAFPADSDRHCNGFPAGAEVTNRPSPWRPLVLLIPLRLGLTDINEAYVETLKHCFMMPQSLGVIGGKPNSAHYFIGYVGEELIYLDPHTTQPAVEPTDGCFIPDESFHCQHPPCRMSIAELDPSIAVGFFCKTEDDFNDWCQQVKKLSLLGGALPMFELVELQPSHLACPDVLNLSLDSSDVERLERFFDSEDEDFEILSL
SENP1 inh = blocks the human SENP1 SUMO protease catalytic domain. recombinant SENP1 catalytic domain, CyPet-SUMO1-YPet FRET cleavage. inhibition, % at 10 µM. 360,000 compounds, 0.21% hits. AID 624204;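 active = inhibition at least 30% at 10 µM, raw YFP signal under a set limit, fluorescence ratio 0.5 to 1.5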;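 also: 0% = enzyme with DMSO and 100% = no enzyme wells; some results filed as inactive read as strong as hits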
Target sequence (Q9P0U3 419-644 limits assumed): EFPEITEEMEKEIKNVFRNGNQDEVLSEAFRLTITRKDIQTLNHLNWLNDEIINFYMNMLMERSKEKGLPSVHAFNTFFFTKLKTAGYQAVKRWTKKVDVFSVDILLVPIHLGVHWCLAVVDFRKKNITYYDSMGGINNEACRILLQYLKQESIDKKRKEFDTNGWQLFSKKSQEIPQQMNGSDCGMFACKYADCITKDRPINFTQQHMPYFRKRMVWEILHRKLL
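Test system: human SENP1 catalytic domain; medium: Tris pH 8 buffer plus EDTA, NaCl, BME, BSA, NP40, catalase; incubation: 50 min reaction at room temperature; technique: FRET, CFP and YFP emission; controls: no-enzyme low control and enzyme-plus-DMSO high control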
GRIN3A LBD mod = modulators (binders) of human NR3A ligand-binding domain. NR3A LBD differential scanning fluorimetry, Tm shift; 0% = protein alone, 100% = glycine-bound protein. Tm shift relative to glycine control, % at 25 µM. 340,000 compounds, 2.5% hits. AID 1259313;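 active = melting temperature shift of at least 10% of the positive control shift, at one fixed dose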
hIAP act = increases human intestinal alkaline phosphatase activity. activation factor at 10 µM. P09923. 330,000 compounds, 0.16% hits. purified human IAP, CDP-Star luminescence, 30 min; active compounds read high; 1 = vehicle-only enzyme, 0 = enzyme-free background;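 active = activation factor of the enzyme at least 2-fold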; also: the source names both 10 and 20 µM as test concentration; values of inactives mirror those of a sister screen read the other way
SENP6 inh = inhibitors of human SENP6 protease; Recombinant SENP6 catalytic domain, aminoluciferin luminescence; inhibition, % at 10 µM; 330,000 compounds, 1.8% hits; AID 2599;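 active = inhibition above about 50% at the single tested dose, limit read from the data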;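 also: plate controls were DMSO wells with enzyme for no effect and DMSO wells lacking enzyme for full effect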
SENP8 inh = SENP8 (human) protease inhibition; AID 602440; 360,000 compounds, 0.64% hits; recombinant SENP8, Nedd8 substrate fluorescence; Q96LD8; inhibition, % at 20 µM; in the data active = inhibition mostly above about 40%, no sharp cut-off; inactive = mostly below about 27%
Target sequence (Q96LD8 whole entry, looked up): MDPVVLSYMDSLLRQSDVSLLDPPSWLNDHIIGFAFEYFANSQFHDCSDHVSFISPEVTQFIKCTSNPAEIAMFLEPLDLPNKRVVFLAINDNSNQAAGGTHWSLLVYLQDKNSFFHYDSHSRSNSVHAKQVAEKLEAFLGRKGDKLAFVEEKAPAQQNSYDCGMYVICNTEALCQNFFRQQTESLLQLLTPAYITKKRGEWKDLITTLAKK
Starred values were filed as active, the others as inactive; · = not tested or not shown; & = joins results of further samples; ! = not confirmed by another sample.

no.	SMILES	MPTP block	PfGluPho inh	ATG4B inh	SENP1 inh	GRIN3A LBD mod	hIAP act	SENP6 inh	SENP8 inh
1	COc1ccc(OCCCCOc2ccccc2Cl)cc1	1.5	13	-3	2	2	1.1	-9	9
2	Cn1c(CC(=O)Nc2ccccc2)cc2ccccc21	0.7	-7	2	0	0	1	4	21
3	Cn1c(=O)c2c(nc(NC3CCCCC3)n2CC(O)COc2ccccc2)n(C)c1=O (stereo not drawn)	0.2	-12	-13	-1	-1	0.95	-12	34
4	COCCCn1c(=S)[nH]c2c(sc3ccccc32)c1=O	-0.8	13	1	2	2	1	-2	2
5	C/C(=N/NC(=O)CNC(=O)c1cccnc1)c1ccco1	-0.3	-5	-2	1	1	0.81	-8	15
6	O=[N+]([O-])c1ccc(SCCc2ccncc2)cc1	3.6&4.0	68*!	-12&-5	3&3	11*!	0.82&1.1	-19&-1	-5&-6
7	COc1cc([N+](=O)[O-])c2nc(C=NNC(N)=S)ccc2c1	-0.3	26	6	3	-12	·	·	26
8	COc1cc(NC2c3ccccc3C(=O)N2Cc2ccc3c(c2)OCO3)cc(OC)c1OC (stereo not drawn)	-2.1	33	-3	0	-2	1	-12	8
9	C/C(=N\NC(=O)c1ccc(Cl)cc1)c1ccccn1	-0.2	-21	6	2	-4	1.3	22	18
10	Cc1cc(C(=O)NNC(=O)c2ccc(Cl)c(S(N)(=O)=O)c2)c(C)o1	-0.2	-4	-4	3	3	1.1	-17	4
11	Cc1ccc(Cl)cc1N1CCN(Cc2nc3c(c(=O)[nH]c(=O)n3C)n2CCc2ccccc2)CC1	3.9	0	0	1	0	1.5	-1	25
12	O=C(Nc1nnc(CCc2ccccc2)s1)C1CCCO1 (stereo not drawn)	0.6	-10	-5	2	1	1.1	-5	29
13	C(=NN=C(NN=Cc1cccs1)NN=Cc1cccs1)c1cccs1	1.9	10	-10	13	-17	·	·	-7
14	O=C(COC(=O)c1n[nH]c(=O)c2ccccc12)Nc1cccc(S(=O)(=O)N2CCOCC2)c1	0.1	2	-9	2	0	·	·	12
15	COc1ccc(OC)c(N2C(=O)CC(NNC(=O)c3ccc4c(c3)OCO4)C2=O)c1 (stereo not drawn)	-3.9	-6	0	-1	1	0.92	0	11

Three entries picked at random from the list so far:
no.	SMILES	MPTP block	PfGluPho inh	ATG4B inh	SENP1 inh	GRIN3A LBD mod	hIAP act	SENP6 inh	SENP8 inh
6	O=[N+]([O-])c1ccc(SCCc2ccncc2)cc1	3.6&4.0	68*!	-12&-5	3&3	11*!	0.82&1.1	-19&-1	-5&-6
13	C(=NN=C(NN=Cc1cccs1)NN=Cc1cccs1)c1cccs1	1.9	10	-10	13	-17	·	·	-7
2	Cn1c(CC(=O)Nc2ccccc2)cc2ccccc21	0.7	-7	2	0	0	1	4	21

Following part:
no.	SMILES	MPTP block	PfGluPho inh	ATG4B inh	SENP1 inh	GRIN3A LBD mod	hIAP act	SENP6 inh	SENP8 inh
16	C=CCOc1cccc(C2C(C(=O)c3ccc(C)o3)=C(O)C(=O)N2Cc2ccncc2)c1 (stereo not drawn)	-1.0	-9	-7	0	4	1.2	8	-60
17	CCc1ccc2oc(C(=O)Nc3nonc3C)c(C)c2c1	-2.0	7	-6	1	3	1	8	19
18	Cc1cccc(OCc2nnc(SCC(=O)NC3CCCC3)n2C)c1	-1.2	13	6	1	0	1.1	-9	2
19	Cc1nn(C(C)C(=O)NCCc2ccco2)c(=O)c2nn(-c3ccccc3)c(C)c12 (stereo not drawn)	-3.4	8	-6	-2	1	0.83	-9	12
20	CC(=O)Nc1ccc(NC(=O)C(C)OC(=O)CCc2nc3ccccc3s2)cc1 (stereo not drawn)	-0.1	16	-9	4	0	0.98	-17	18
21	CN(C)C(=S)SCC(=O)NC(=O)NC(C)(C)C	-1.0	-16	5	3	0	1.1	-12	8
22	C[C@@H]1CN([C@@H](C)CO)C(=O)c2cc(Br)cnc2O[C@@H]1CN(C)C(=O)CN(C)C	-0.2	4	·	2	·	·	·	3
23	CC(C)(C)c1ccc(NC(=O)NC2CCCc3ccccc32)cc1 (stereo not drawn)	26	-3	1	3	2	1.4	-11	20
24	Cc1[nH]c2ccccc2c1C(=O)COC(=O)c1c(-c2ccccc2Cl)noc1C	11	-20	2	1	24*	0.92	-3	3
25	COc1ccc(-c2c(C)cc3oc(=O)cc(-c4ccccc4)c3c2C)cc1C=O	1.1	1	8	2	1	·	·	0
26	O=C1NC2(CCCCCC2)C(=O)N1Cc1ccccc1	1.7	-19	3	-2	-1	1	-6	11
27	COc1ccc(S(=O)(=O)N2CCCOC2CNC(=O)C(=O)NC2CCCC2)cc1 (stereo not drawn)	1.2	-4	-5	0	2	1.1	-7	14
28	Cc1cc(Cl)ccc1NC(=O)COC(=O)c1nc2nccc(C)n2n1	-1.4	-7	-6	-1	-2	0.95	-23	4
29	CN(CC(=O)Nc1cccc(F)c1)C(=O)c1sccc1-c1ccccc1	-0.5	-1	-11	-1	0	0.97	2	12
30	Cc1ccc(C(=O)NCC(=O)Nc2cccc(S(=O)(=O)NC3=NCCCCC3)c2)cc1C	1.0	-12	-5	2	-1	1.1	-4	26
31	O=C(Nc1ccccc1-c1ccccc1)C1CCC1	0.8	5	12	0	1	0.92	-22	0
32	O=C(CN1C(=O)c2ccccc2C1=O)NCCOc1ccccc1	0.2	-5	4	1	0	0.83	-1	4
33	COc1ccc(C(=O)N2CCn3c2nc2ccccc23)cc1	0.3	-2	3	1	0	1	-6	25
34	O=C(COC(=O)c1cccc(S(=O)(=O)N2CCCC2)c1)Nc1cccc(Br)c1	0.9	17	·	0	·	·	·	16
35	O=C(CSCc1c(F)cccc1Cl)NCC1CCCO1 (stereo not drawn)	-3.0	6	5	2	-1	1.1	-18	13
36	CNC(=O)C(C)N1c2cccc3cccc(c23)S1(=O)=O (stereo not drawn)	-0.1	11	1	0	-2	0.96	1	-336
37	NC(=O)c1ccccc1NS(=O)(=O)c1ccc2c(c1)OCCO2	-1.4	-38	1	-1	1	0.89	3	-267
38	Cc1ccc(NS(=O)(=O)c2ccc(F)cc2)nc1	-0.6	10	-3	2	3	1.1	6	-332
39	COc1cc(OC)c(OC)cc1/C=N/NC(=O)C[n+]1ccccc1	2.4	3	7	1	-1	0.88	-6	9
40	CC(C)(C)C(=O)/C=C(\N)c1ccncc1	0.1	-1	-10	2	-1	0.91	-2	24
41	Cc1ccc(N(CC(=O)O)S(C)(=O)=O)cc1	-1.8	-12	6	2	4	1	16	4
42	CCN=C1Cn2c(nc3scc(-c4ccccc4)c3c2=O)CN1CC	0.8	4	-15	3	1	1.1	-3	-238
43	Cc1cc([N+](=O)[O-])nn1CCCC(=O)NCc1ccc(F)cc1	1.6	-1	-5	-1	-1	0.87	1	27
44	CN(Cc1ccccc1)Cc1c(O)ccc2ccccc12	-0.3	-7	0	3	2	1.4	-3	-86
45	O=C(COc1ccc(F)cc1)Nc1nc2c(s1)CCCC2	1.5	13	-4	1	14*	0.95	6	-6
46	COc1cc(/C=C/C(=O)OC(C)C(=O)Nc2ccc(Cl)cn2)ccc1OC(F)F (stereo not drawn)	-0.6	27	-7	0	-5	1.1	0	-42
47	Nc1cccc(C(=O)OCC(=O)NC2CCCc3ccccc32)c1 (stereo not drawn)	-0.5	9	-1	1	-1	1.1	-7	-386
48	O=C(NCC1CCN(Cc2cccc(Cl)c2)CC1)C1CCCN(c2ncnc3c2nc2n3CCCCC2)C1 (stereo not drawn)	-2.1	7	-7	-3	2	1.3	-17	15
49	Cc1onc(-c2c(Cl)cccc2Cl)c1C(=O)c1ccc(F)cc1	2.7	16	-6	1	1	1	-5	17
50	COc1ccc(NS(=O)(=O)c2ccc(NS(=O)(=O)c3ccc(C)cc3)cc2)nn1	2.5	-37	6	1	4	0.87	9	0
51	O=C(c1ccc2c(c1)OCO2)C1CCCN(Cc2ccccc2OC(F)F)C1 (stereo not drawn)	-0.1	2	11	1	-1	1.1	5	8
52	CC1(C)CC(=O)C=C(NCCN2CCN(C(=O)Nc3ccc(Cl)c(Cl)c3)CC2)C1	-2.7	-7	-5	2	-4	1.1	-15	8
53	Cc1c(O)ccc2c(CC(=O)N[C@@H](Cc3ccccc3)C(=O)O)cc(=O)oc12	0.3	8	-2	-26	-1	1.1	-6	-292
54	O=C(c1cc2ccccc2cc1O)N1CCN(c2cccc(Cl)c2)CC1	0.3	25	-6	-1	4	1.2	-12	-23
55	COc1ccc(S(=O)(=O)N(C)CC(=O)NCc2cccnc2)cc1OC	-1.0	-15	3	2	-1	0.8	-13	12
56	CC(C)(C)c1nc(SCC(=O)NCc2cccs2)c2ccccc2n1	-0.2	11	-4	0	2	1	-4	11
57	O=C(C[C@H]1C(=O)N(c2ccccc2)C[C@@H]1Cc1ccccc1)Nc1ccccc1	-0.8	-4	·	1	·	·	·	15
58	Cc1cc(C)c(NC(=O)CNC(=O)c2ccc3ncsc3c2)c(C)c1	-1.9	44	-7	-5	0	1.3	-22	-22
59	Cc1cc(OC(C)C(=O)N2CCN(c3ccc(F)cc3)CC2)c2c(C)cc(=O)oc2c1 (stereo not drawn)	0.7	-20	1	-1	-1	0.67	2	-41
60	Cc1ccc(Oc2ncccc2C(=O)NCC(=O)O)cc1	-0.3	7	-12	3	1	1.1	-3	20
61	CCc1ccc2c(c1)cc(CN(C(=S)Nc1ccc(Cl)cc1)C1CC1)c1nnnn12	146*	3	12	0	1	0.84	-14	13
62	O=C(NCCNC(=O)c1ccccc1[N+](=O)[O-])c1ccccc1[N+](=O)[O-]	0.0	-19	2	-1	-1	0.86	6	19
63	Cn1cnc([N+](=O)[O-])c1Oc1cccc(O)c1	-0.2	12	-4	4	1	1.1	6	14
64	COc1ccc(C2=NN(CCC(=O)NCc3cccs3)C(=O)CC2)cc1	0.4	-10	-2	2	-1	0.96	-4	18
65	Cc1ccc(S(=O)(=O)N2C[C@H]3C(=O)C[C@@H](c4cccc(Cl)c4)N(S(=O)(=O)c4ccc(C)cc4)[C@H]3C[C@H]2c2cccc(Cl)c2)cc1	0.8	1	·	0	·	·	·	4
66	FC(F)(F)c1nc2cc3nc4ccccc4[nH]c3cc2n1	11	35	-9	4	-14	0.97	54*	8
67	CCOC(=O)c1cccc(NC(=O)COc2nsnc2N2CCOCC2)c1	0.5	-10	3	-1	0	1.1	-4	-1
68	CCOc1ccc(NC(=O)CN(C)S(=O)(=O)c2cccs2)cc1	-0.7	14	-3	0	-3	1	-4	10
69	CCC(C)n1c(SCC(=O)Nc2ccccc2C(F)(F)F)nc2ccsc2c1=O (stereo not drawn)	2.8	-20	-7	3	0	1.2	4	2
70	O=C(CC1CCCC1)NNC(=O)c1ccccc1O	-0.6	-29	·	2	·	·	·	-222
71	O=C(NCc1ccccc1)c1csc(-c2cccnc2)n1	0.7	9	-10	0	-1	0.86	3	6
72	C/C(Cc1ccccc1)=N\NC(=O)CCCCCC(=O)N/N=C(\C)Cc1ccccc1	-0.7	11	-8	2	1	1	-21	16
73	CCC(O)C1CCN(C(=O)c2cc(COc3ccc(F)cc3F)on2)CC1 (stereo not drawn)	-0.3	-7	4	2	3	1.1	-6	2
74	CCCOc1ccc([N+](=O)[O-])cc1C1NC(=S)NC(c2ccccc2)=C1C(=O)OCC (stereo not drawn)	-0.6	17	-11	-1	-2	0.81	-17	21
75	Cc1ccc(S(=O)(=O)N2C[C@@H]3[C@H]4CC[C@H](C4)[C@@H]3[C@@H](C)[C@@H]2c2ccn(Cc3ccccc3)c2)cc1	-1.7	7	1	0	2	·	·	1
76	COc1ccc(-n2nc(C(=O)NCC(=O)NCc3ccco3)c3ccccc3c2=O)cc1Cl	2.4	4	-5	3	2	0.94	8	21
77	Cc1ccc(NC(=O)Cn2c(=O)n(CCCCC(=O)NCc3ccco3)c(=O)c3ccccc32)cc1	-0.1	8	-17	-1	-16	1.1	-27	20
78	CC(=O)N1CCOc2ccc(S(=O)(=O)Nc3cccc(C)c3)cc21	-1.4	0	9	0	2	1.1	-8	9

Compounds as they come. Share with any hit: about 6.7%.
